High-throughput results deposited in PubChem by Southern Research Specialized Biocontainment Screening Center.
M. tuberculosis HTS: M. tuberculosis growth inhibition, HTS (AID 449762); M. tuberculosis H37Rv growth inhibition, 7H9 media; higher % means a stronger effect; inhibition, % at 25 µM, or IC50 in µM where a hit was titrated; 330,000 compounds, 0.59% hits; in the data active = a potency from the dose series; inconclusive = inhibition above about 70% without an active follow-up result;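 note: bacterial growth assessed after seven days of incubation; strong numbers were not always called active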
influenza NS1A: H1N1 influenza NS1A inhibitors, functional cell based assay (AID 504329); NS1A functional cell-based assay, percent inhibition; higher % means a stronger effect; one-dose inhibition, % at 12.5 µM; IC50 in µM for titrated hits; 340,000 compounds, 0.3% hits; in the data active = a potency from the dose series; inconclusive = inhibition above about 27% without an active follow-up result; note: strong numbers were not always called active
PhoP GFP inhibition: PhoP regulon inhibitors, Salmonella typhi PhoP promoter GFP reporter, confirmatory (AID 1850) | inhibition, % at 50 µM; hits with a dose series show IC50 in µM | 310,000 compounds, 0.33% hits | Salmonella Typhi PhoP-promoter GFP reporter, fluorescence, 4 h; higher % means a stronger effect; in the data active = a potency from the dose series; inconclusive = inhibition mostly from about 25% at the one dose, without a potency; inactive = the rest, 99 in 100 with inhibition below about 19%;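 note: 0% = induced wells with vehicle and 100% = uninduced wells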
VEEV TC-83 Vero: inhibitors of VEEV TC-83 cytopathic effect, confirmation, Vero cells (AID 588727) | 350,000 compounds, 0.13% hits | inhibition, % at 20 µM; hits with a dose series show IC50 in µM | Vero cells, VEEV TC-83 cytopathic effect inhibition; higher % means a stronger effect; in the data active = a potency from the dose series; inconclusive = inhibition mostly from about 14% at the one dose, without a potency; inactive = the rest, 99 in 100 with inhibition below about 12%; note: strong numbers were not always called active
tuberculosis growth: growth inhibition of non-replicating M. tuberculosis (AID 488890) | Mycobacterium tuberculosis non-replicating, growth inhibition; higher % means a stronger effect | inhibition, % at 25 µM; hits with a dose series show IC50 in µM | 320,000 compounds, 0.39% hits; in the data active = a potency from the dose series; inconclusive = inhibition mostly from about 82% at the one dose, without a potency; inactive = the rest, 99 in 100 with inhibition below about 76%;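 note: plate controls were DMSO cells for no effect and high antibiotic wells for full effect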
* = called active by the depositor; i = inactive; ? = inconclusive; / = no result given; & = joins results of further samples.

SMILES	M. tuberculosis HTS	influenza NS1A	PhoP GFP inhibition	VEEV TC-83 Vero	tuberculosis growth
C=CCC1(CC=C)CCCN1C(=O)C1CCC(=O)N(CCc2ccc(OC)cc2)C1 (stereo not drawn)	5%	0%	-2%	3.1%	22%
CC(=O)N1c2ccccc2Oc2cc3ccccc3cc21	-8%	15%	-2%	0.5%	23%
COCCCN(C(=S)Nc1cc(Cl)cc(Cl)c1)C(C)c1ccccn1 (stereo not drawn)	0%	-4%	5%	2.6%	?
Cc1ccc(-c2cc(NC(=O)CCl)n(-c3ccccc3)n2)cc1	?	-8%	16%	?	?
CC(OC(=O)c1c(F)cccc1F)C(=O)NCCC1=CCCCC1 (stereo not drawn)	1%	-2%	/	3.3%	11%
Cc1cccc(NCCNc2cccc(C)c2)c1	-1%	10%	-17%	1.8%	50%
Cc1ccc(C(=O)NNC(=O)c2ccc(S(=O)(=O)N(C)c3ccccc3)cc2)cc1	/	-10%	/	1.0%	/
CNCc1c(OCc2ccccc2)ccc2ccccc12	8%	23%	16%	i	33%
COc1ccc(CCN=CC2=C(O)CC(C)(C)CC2=O)cc1	1%	0%	-9%	1.7%	6%
N#CCCN(C(=O)COC(=O)CCC(=O)c1ccc(F)cc1)c1ccccc1	-10%	-7%	/	0.5%	-2%
COCCSc1nnc(NC(=O)C(C)(C)C)s1	-5%	9%	-21%	i	-5%
CCn1ncc(S(=O)(=O)N2CCN(c3cccc(OC)c3)CC2)c1C	-13%	-3%	-8%	5.7%	3%
CCN1CCN(c2nc(Nc3cccc(C)c3)nc(N)c2[N+](=O)[O-])CC1	5%	-2%	-2%	0.6%	-22%
C/C(=C(\C#N)C(=O)NCCCN1CCOCC1)N(C)C	5%	-2%	-7%	1.1%	-7%
COc1ccc(NC(=O)c2cn3c(nc4ccccc43)c(C#N)c2C)cc1	4%	-7%	-2%	i	-10%
Cc1cc(Br)ccc1S(=O)(=O)NCc1ccccc1	13%	-4%	-5%	1.5%	49%
Nc1c(Cl)ncnc1N/N=C/c1ccc(O)cc1	3%	-16%	1%	0.5%	-5%
CCOC(=O)C1(C)NC(c2ccc(OC)c(OC)c2)C2C(=O)N(CC)C(=O)C21 (stereo not drawn)	5%	-1%	14%	3.9%	-9%
Cc1cc2nc3n(c2cc1C)CC1CC(C(=O)NCc2ccccc2)N(C)C31 (stereo not drawn)	-3%	-18%	3%	1.1%	-17%
CC(NC(=O)CCCn1cc([N+](=O)[O-])cn1)c1ccccc1 (stereo not drawn)	-3%	5%	9%	0.3%	2%
COc1ccc(CNc2ccc(-c3ccccc3OC)nn2)cc1	0%	3%	-12%	7.6%	61%
Cn1c(=O)c2c(nc(CN3CCOCC3)n2CCc2ccccc2)n(C)c1=O	/	-10%	-12%	6.7%	-5%
O=S(=O)(c1cccc(Cn2nnc(-c3ccc(F)cc3)n2)c1)N1CCOCC1	-10%	-7%	-3%	7.5%	4%
COc1ccc(N/C(C)=C/C(=S)Nc2ccccc2)cc1	?	9%	-13%	0.3%	47%
CC1(c2ccc3c(c2)OCO3)NC(=O)N(CC(=O)Nc2ccccc2[N+](=O)[O-])C1=O (stereo not drawn)	/	-7%	/	1.1%	/

Random excerpt: seven entries already listed
SMILES	M. tuberculosis HTS	influenza NS1A	PhoP GFP inhibition	VEEV TC-83 Vero	tuberculosis growth
CC(=O)N1c2ccccc2Oc2cc3ccccc3cc21	-8%	15%	-2%	0.5%	23%
O=S(=O)(c1cccc(Cn2nnc(-c3ccc(F)cc3)n2)c1)N1CCOCC1	-10%	-7%	-3%	7.5%	4%
C/C(=C(\C#N)C(=O)NCCCN1CCOCC1)N(C)C	5%	-2%	-7%	1.1%	-7%
Cc1cccc(NCCNc2cccc(C)c2)c1	-1%	10%	-17%	1.8%	50%
CC(NC(=O)CCCn1cc([N+](=O)[O-])cn1)c1ccccc1 (stereo not drawn)	-3%	5%	9%	0.3%	2%
Cn1c(=O)c2c(nc(CN3CCOCC3)n2CCc2ccccc2)n(C)c1=O	/	-10%	-12%	6.7%	-5%
COc1ccc(N/C(C)=C/C(=S)Nc2ccccc2)cc1	?	9%	-13%	0.3%	47%

More compounds follow:
SMILES	M. tuberculosis HTS	influenza NS1A	PhoP GFP inhibition	VEEV TC-83 Vero	tuberculosis growth
COC(=O)CSc1nc(-c2ccccc2)c2c(c1C#N)CCCC2	?	-4%	-16%	1.8%	?
CC(C)c1ccc(NC(=O)Cn2cccc2C2=NC(c3ccccc3)CO2)cc1 (stereo not drawn)	1%	-6%	-1%	1.5%	-11%
CC1=C(C(=O)Nc2ccccc2)C(c2ccco2)n2ncnc2N1 (stereo not drawn)	-2%	-3%	-6%	2.7%	-6%
COc1cc2c(cc1OC)[C@@H](NC(=O)CCC1CCCCC1)[C@H](O)C2	/	-5%	/	i	/
CCCCCN(C(=O)COC(=O)c1ccc(Br)o1)c1c(N)n(CCCC)c(=O)[nH]c1=O	-5%	-2%	15%	5.5%	10%
Cc1cc(C)c(C(=O)N2CCCC(N3CCN(c4ccc(F)cc4)CC3)C2)o1 (stereo not drawn)	-2%	2%	-9%	i	26%
O=C(Nc1nonc1-c1ccc(Cl)cc1)c1ccccc1	3%	-8%	-1%	1.2%	41%
COc1ccc(NS(=O)(=O)c2ccc(O)c([N+](=O)[O-])c2)cc1S(=O)(=O)N1CCCCC1	-4%	-1%	/	i	50%
CC(C)(C)NC(=O)CN(C(=O)c1csnn1)c1ccccc1-c1ccccc1	1%	3%	-3%	2.1%	16%
COC(=O)c1ccc(COc2ccccc2[N+](=O)[O-])o1	-1%	9%	-6%	i	64%
COc1ccc2[nH]c(C)c(C(=O)CN3CC(C)OC(C)C3)c2c1 (stereo not drawn)	-6%	0%	0%	7.4%	39%
CCN(CC)c1ncnc2c1cnn2Cc1ccc(C)cc1	1%	-1%	-2%	7.1%	23%
COc1ccccc1-c1cc(C(=O)N/N=C\c2cnn(C)c2C)c2ccccc2n1	3%	3%	4%	0.3%	-22%
O=C(CNc1cc(S(=O)(=O)N2CCOCC2)ccc1N1CCCC1)N1CCc2ccccc21	-3%	9%	2%	5.1%	11%
O=C(O)c1cc(N/N=C/c2cccc3ccccc23)ccc1Cl	-4%	11%	6%	0.3%	3%
CCCN1CCN(CCCNC(=S)Nc2ccc(OC)cc2)CC1	-13%	6%	-4%	0.8%	-6%
Cn1nc(C(F)(F)F)c(CNC(=O)C(C)(C)CCl)c1N1CCOCC1	2%	-5%	2%	0.8%	-24%
COc1ccc(C(=O)NCC(=O)N/N=C/c2cccnc2)cc1OC	14%	2%	-8%	2.2%	-1%
CCCCCCN=C1CC(C)(C)CC(=O)/C1=C(/O)CCC	43µM*	-3%	13%	i	49%
Cc1[nH]n(CCC#N)c(=O)c1CC(=O)N1CCN(c2ccccc2)CC1	4%	-7%	-12%	0.2%	14%
O=S(=O)(Nc1ccccc1F)c1ccc(Cl)nc1	-7%	-1%	/	1.0%	15%
CC(C)Nc1ccc(Nc2ccccc2)cc1	?	19µM*	7%	1.7%	?
COc1ccc(N2CCN(S(=O)(=O)CCNC(=O)c3cccs3)CC2)cc1	-7%	-6%	-4%	1.8%	-21%
CCOC(=O)/C=c1\s/c(=C\c2ccc(C(=O)OC)cc2)c(=O)n1CC(=O)Nc1ccccc1	0%	-2%	-4%	2.7%	-14%
Cc1ccc(-c2csc(NC(=O)CSc3nc4ccccc4c(=O)n3CCCN(C)C)n2)cc1	?	19%	-4%	i	?
Carrying on:
SMILES	M. tuberculosis HTS	influenza NS1A	PhoP GFP inhibition	VEEV TC-83 Vero	tuberculosis growth
CCn1c2c(c(=N)c3c1CCC3)CCC2	0%	-12%	-2%	0.1%	-36%
Cc1ccc(CN2CCC(CNC(=O)C3CCCN(c4ncnc5c4nc4n5CCCCC4)C3)CC2)cc1 (stereo not drawn)	2%	11%	-2%	i	25%
Cc1ccc(C)c(OCCCC(C)(C)C(=O)O)c1	8%	3%	-4%&-9%	0.6%	4%
Cc1ccc(NC(=O)CN(C)C(=O)c2cccnc2Nc2cccc(C(F)(F)F)c2)cc1	?	-1%	-4%	1.8%	4%
O=C(NCCc1csc(-c2cccnc2)n1)c1cccs1	10%	4%	2%	6.8%	0%
Cc1ccc(C)c(C(=O)CN2C(=O)NC3(CCCCCC3)C2=O)c1	/	-3%	/	1.4%	/
C/C(CC(=O)NCc1ccc(Cl)cc1)=N\NC(=O)COc1ccc(C)cc1Br	-1%	-7%	9%	9.6%	3%
Cc1cccc(NC(=O)C(C)Oc2ccc(C)nc2[N+](=O)[O-])c1 (stereo not drawn)	-1%	-18%	/	i	-1%
CCc1noc(C)c1C(=O)Nc1nc(-c2ccc(Cl)cc2Cl)c(C)s1	0%	-1%	-1%	i	-1%
C/C(=C/C(=O)O)C(=O)Nc1cccc(C(F)(F)F)c1	15%	-3%	-7%	0.8%	38%
CN(C)S(=O)(=O)c1ccc(N2CCCC2)c(C(=O)NNC(=O)c2ccccc2)c1	-5%	-3%	/	2.9%	/
O=C(Nc1ccc(Oc2ccccc2)nc1)C1CCCCN1Cc1ccco1 (stereo not drawn)	-7%	8%	-6%	10%	8%
CCOc1ccc(Br)cc1/C(C)=N\NC1=NCCN1	0%	1%	12%	6.1%	/
CC(NC(=O)COc1ccccc1)C(c1cccs1)N1CCCC1 (stereo not drawn)	12%	-3%	9%	i	27%
O=Cc1cc2ccccc2nc1SCc1ccc(Cl)cc1	12%	0%	-8%	3.6%	-2%
CCOC(=O)c1ccc(N2C(=O)CC(N3CCC(C(=O)OCC)CC3)C2=O)cc1 (stereo not drawn)	-5%	8%	-12%	2.4%	28%
O=C(Nc1nccs1)c1cn(-c2ccccc2)nc1-c1ccccc1	?	-1%	0%	5.8%	-1%
CC12CCC(C(S(=O)(=O)Nc3ccccc3)C1=O)C2(C)C (stereo not drawn)	/	-6%	/	1.3%	/
Nc1nonc1-n1nnc(C(=O)N/N=C/c2ccccc2)c1CN1CCc2ccccc21	3%	-19%	11%	2.2%	-6%
O=C(OC1CCOC1=O)c1cccc(S(=O)(=O)N2CCc3ccccc3C2)c1 (stereo not drawn)	5%	-5%	-10%	0.1%	-3%
N#Cc1ccccc1NC(=O)c1ccccc1OCC(=O)NCc1ccco1	2%	3%	11%	i	3%
COc1ccc(CN(C)C(=O)Cn2ccc(NC(=O)OCc3ccccc3)nc2=O)cc1OC	-14%	9%	/	2.4%	-13%
COc1ccc(CSc2nc3nc(C)cc(C)n3n2)cc1F	5%	-7%	-3%	0.6%	-4%
Cc1ccc(-n2ncc(C#N)c2/N=C/N2CCCCCC2)cc1	7%	-3%	-2%	0.4%	23%
Cc1noc(C)c1COc1ccc(C(=O)OC(C)C(=O)Nc2ccc(N3CCOCC3)cc2)cc1 (stereo not drawn)	-3%	5%	2%	2.4%	2%

Reformatted: results already given.
structure,M. tuberculosis HTS,influenza NS1A,PhoP GFP inhibition,VEEV TC-83 Vero,tuberculosis growth
O=C(OC1CCOC1=O)c1cccc(S(=O)(=O)N2CCc3ccccc3C2)c1 (stereo not drawn),5%,-5%,-10%,0.1%,-3%
N#Cc1ccccc1NC(=O)c1ccccc1OCC(=O)NCc1ccco1,2%,3%,11%,i,3%

Later entries:
SMILES	M. tuberculosis HTS	influenza NS1A	PhoP GFP inhibition	VEEV TC-83 Vero	tuberculosis growth
COc1cc(O)c(C(CCN2CCCC(C)C2)c2ccc(N(C)C)cc2)c(OC)c1 (stereo not drawn)	-5%	15%	-4%	0.9%	9%
COc1ccc(-c2cc(C)no2)cc1S(=O)(=O)N1CCOc2ccc(Cl)cc21	-4%	-5%	-3%	3.5%	1%
CC(C)(C)n1ncc2c(=O)n(CC(=O)Nc3ccc4c(c3)OCO4)cnc21	-6%	-8%	0%	4.8%	-1%
CC(=O)Oc1c(S(=O)(=O)c2ccccc2)c(C)nn1C(C)(C)C	7%	-7%	-5%	5.0%	-4%
CCc1ccc(C(=O)OCC(=O)N(CC)c2c(N)n(Cc3ccccc3)c(=O)[nH]c2=O)cc1	2%	-10%	/	2.5%	14%
Cc1cccc(C)c1NC(=O)NC1(C(=O)N2CCN3CCCC3C2)CCCCC1 (stereo not drawn)	0%	1%	7%	i	-6%
COC1C=CC(CNC(=O)c2cc3c(=O)n4cccc(C)c4nc3n2C)(OC)O1 (stereo not drawn)	-8%	6%	-10%	6.1%	-17%
Cn1cnnc1SCC(=O)NCCc1ccccc1	1%	-7%	-12%	0.1%	44%
CC(C)CC(=O)Nc1ccc(C(=O)Cn2nc(C(=O)O)c3ccccc3c2=O)cc1	-14%	6%	-7%	0.7%	-16%
CCN(CC)CCCNc1cc2n(c(=O)n1)CCc1cc(OC)c(OC)cc1-2	-3%	-6%	-8%	3.9%	7%
CN1C(=O)NC(=O)C(C)(C2=CCCCC2)C1=O (stereo not drawn)	-16%	-13%	12%	0.5%	37%
N#Cc1cc(C(=O)c2cc(Br)ccc2O)cn(Cc2ccccc2)c1=O	5%	6%	1%	4.3%	47%
